Compound activity (PubChem BioAssay)
XIAP displacement – small molecules displacing peptide from XIAP – biochemical, IAP family, fluorescence polarization (AID 1018) | XIAP BIR domain, fluorescence polarization peptide displacement; higher % means a stronger effect | displacement, % at 20 µM; hits with a dose series show IC50 in µM | actives 0.007% (n = 200,000); in the data active = displacement above about 50%; also: a part of the inactive calls stands beside numbers as strong as those of hits
HIV peptide binding – cell-free HIV fusion peptide-binding blockers – biochemical, uHTS, fluorescence dequenching, primary screen (AID 1986) | actives 0.3% (n = 290,000) | cell-free peptide binding, fluorescence dequenching, 30 min; higher % means a stronger effect | one-dose inhibition, % at 20 µM; IC50 in µM for titrated hits; in the data active = inhibition mostly above about 52%, no sharp cut-off; inactive = mostly below about 76%; also: some results filed as inactive read as strong as hits
AID2073 – inhibitors of Mint1-CaV2.2 protein interaction, biochemical, HTRF (AID 2073); inhibition, % at 20 µM, or IC50 in µM where a hit was titrated; actives 0.19% (n = 290,000); HTRF protein-protein interaction, Mint1-CaV2.2; higher % means a stronger effect; in the data active = inhibition mostly above about 51%, no sharp cut-off; inconclusive = no clear call, values can overlap the other calls; inactive = mostly below about 53%; also: some results filed as inactive read as strong as hits
Dengue-2 NS5 capping – Dengue-2 NS5 methyltransferase inhibitors, primary screen, biochemical, confirmation dose response (AID 588689). Dengue-2 NS5 methyltransferase capping enzyme assay, biochemical; higher % means a stronger effect. inhibition, % at 25 µM, or IC50 in µM where a hit was titrated. actives 0.3% (n = 340,000); in the data active = a potency from the dose series; inconclusive = inhibition above about 29% without an active follow-up result
Rac1 GTP hydrolysis – MgcRacGAP GTPase-activating activity inhibitors, confirmation, biochemical, ADP Hunter fluorescence. AID 624330. actives 0.6% (n = 340,000). one-dose inhibition, % at 30 µM; IC50 in µM for titrated hits. MgcRacGAP-stimulated Rac1 GTP hydrolysis, ADP Hunter fluorescence; higher % means a stronger effect; GST-tagged Rac1 F28L mutant substrate;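 active = first-screen hits whose inhibition reached a set limit at any dose in the follow-up dose series; inconclusive = inhibition above the set first-screen limit but never retested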;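 also: fluorescence reports GDP produced by GAP-driven GTP hydrolysis; strong numbers were not always called active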
SV40 large T antigen – SV40 large T antigen inhibitors, biochemical (AID 1903). SV40 large T antigen ATPase/helicase inhibition assay; higher % means a stronger effect. inhibition, % at 20 µM; hits with a dose series show IC50 in µM. actives 0.39% (n = 310,000); in the data active = a potency from the dose series; inconclusive = inhibition mostly from about 32% at the one dose, without a potency; inactive = the rest, 99 in 100 with inhibition below about 32%; also: strong numbers were not always called active
LYP phosphatase – inhibitors of LYP phosphatase, biochemical, fluorescence intensity, uHTS (AID 1779). inhibition, % at 11.5 µM, or IC50 in µM where a hit was titrated. recombinant LYP phosphatase, fluorescence intensity; higher % means a stronger effect. actives 0.054% (n = 290,000); in the data active = inhibition above about 50%;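 also: plate controls were vehicle with enzyme for no effect and no enzyme for full effect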
SIAH1 antagonists – blockers of Siah-1 interaction with plectin peptide – biochemical, fluorescence polarization, rhodamine-plectin, uHTS, primary screen (AID 1817) | Siah-1 / rhodamine-plectin peptide fluorescence polarization; higher % means a stronger effect | displacement, % at 20 µM, or IC50 in µM where a hit was titrated | actives 0.02% (n = 290,000);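 active = displacement of at least 50% at 20 µM, with a fluorescence ratio check between 0.3 and a set limit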;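 also: plate controls were Siah plus tracer with DMSO for no effect and tracer alone without Siah for full effect; strong numbers were not always called active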
RSV CPE inhibition – inhibition of RSV-induced cytopathic effect – HEp-2 cells, primary 10 µM value included (AID 2391) | HEp-2 cells, RSV-induced CPE inhibition; higher % means a stronger effect | actives 0.13% (n = 310,000) | one-dose CPE inhibition, % at 10 µM; IC50 in µM for titrated hits; in the data active = a potency from the dose series; inconclusive = CPE inhibition mostly from about 23% at the one dose, without a potency; inactive = the rest, 99 in 100 with CPE inhibition below about 21%; also: strong numbers were not always called active
Starred values were filed as active, the others as inactive; ? = inconclusive; · = no result given.

Every second line gives: XIAP displacement	Rac1 GTP hydrolysis	Dengue-2 NS5 capping	SV40 large T antigen	RSV CPE inhibition	SIAH1 antagonists	LYP phosphatase	AID2073	HIV peptide binding
O=C(O)CC1COc2ccccc2N1C(=O)c1ccccc1Cl (configuration not stated)
→ -3.2%	5%	6%	12%	0.6%	7%	-5%	-5%	0.1%
CCCC(=O)n1nc(-c2cccnc2)nc1NCc1ccccc1
→ -3.6%	9%	-7%	20%	·	6%	-1%	-6%	-1.7%
Cc1ccc(F)cc1NC(=O)CCc1c(C)nn(-c2ccc(N3CCCCC3)nn2)c1C
→ ·	12%	-6%	19%	3.0%	4%	-8%	4%	-1.0%
CCOC(=O)c1ccc(NC(=O)Cn2nc(C)c3ccccc3c2=O)cc1
→ ·	10%	0%	8%	2.7%	2%	-7%	10%	0.3%
C=CCN1C(=O)CN=C1Nc1ccc(F)cc1
→ -5.3%	5%	4%	10%	2.8%	2%	-7%	-7%	-0.3%
O=C(/C=C\c1ccccc1)Nc1ccc(NC(=O)c2ccco2)cc1
→ -6.3%	4%	-9%	12%	-0.9%	-1%	8%	28%	1.9%
CC(=O)c1ccc(OCc2cc(C(=O)N(C)Cc3ccccn3)no2)cc1
→ ·	11%	-2%	23%	0.5%	3%	-9%	6%	-0.7%
Cc1ccc(Cl)cc1N1CCN(S(=O)(=O)c2c(C)[nH]c(C)c2C(=O)N2CCCCC2)CC1
→ ·	1%	3%	27%	5.6%	-1%	4%	-1%	-0.1%
O=c1oc2ccccc2cc1-c1nnc(-c2cccc(Br)c2)o1
→ 5.0%	1%	-7%	·	5.3%	2%	-6%	16%	5.8%
COc1ccc(NCC(O)COc2ccc(C(C)(C)C)cc2)cc1 (configuration not stated)
→ -6.1%	40%	-2%	17%	13%	4%	1%	-17%	-3.1%
CCCn1nc(Oc2nc(NCC)nc(NCC)n2)ccc1=O
→ -6.3%	-7%	2%	16%	3.5%	4%	-8%	4%	7.8%
CCOC(=O)c1c(S(=O)(=O)NCC(=O)N2CCN(c3ccc(F)cc3)CC2)c(C)n(C)c1C
→ ·	6%	7%	7%	1.0%	-1%	-8%	2%	-0.1%
Cc1ccc(CN2C(=O)CCC2C(=O)NCCCN2CCC(C)CC2)cc1 (configuration not stated)
→ -1.3%	11%	3%	-3%	·	-1%	3%	10%	0.9%
Cc1ccc(-n2cc(CNCCCn3cccn3)c(-c3cccc(C)c3)n2)cc1
→ ·	-1%	-10%	10%	?	0%	-2%	11%	-2.1%
COc1ccc(NC(=O)COc2ccc(-c3nn(C)c(=O)c4ccccc34)cc2)cc1
→ -5.1%	2%	2%	4%	3.0%	8%	-5%	3%	1.5%
CC(=O)c1cccc(NS(=O)(=O)c2ccc(N/C=C\C(=O)c3ccc(F)cc3)cc2)c1
→ -2.5%	5%	-1%	-1%	?	-2%	0%	27%	6.8%
CC(C)c1ccc(S(=O)(=O)N2CCN(C(=O)C3CCCC3)CC2)cc1
→ ·	4%	1%	-1%	2.6%	8%	-2%	6%	0.0%
O=C(c1ccc(F)cc1)c1c[nH]c(C(=O)NCc2ccco2)c1
→ -2.2%	0%	-1%	4%	2.7%	7%	-1%	7%	0.2%
COCc1cc(=O)[nH]c(SCCS(=O)(=O)c2ccc(C)cc2)n1
→ ·	12%	-5%	7%	0.5%	-4%	-6%	1%	-0.1%
O=C1c2ccc3c4c(ccc(c24)C(=O)N1c1ccc2ccccc2c1)CC3
→ -0.9%	5%	-1%	1%	2.5%	-5%	-8%	8%	-3.0%
COc1cccc(Cn2c(N)c(C#N)c3nc4ccccc4nc32)c1OC
→ -5.9%	6%	-13%	-5%	3.7%	-3%	-9%	3%	-1.1%
Cc1cc(C)nc(-n2nc(C)c3c(C(F)F)cc(C)nc32)n1
→ 0.5%	0%	4%	7%	3.4%	1%	-10%	1%	-0.3%
Cc1cccnc1Nc1nc(-c2ccccc2)cs1
→ ·	12%	-2%	0%	11%	-2%	-6%	-16%	-1.5%
COc1cc2c(cc1OC)C(c1ccccc1C)CC(=O)N2 (configuration not stated)
→ ·	5%	-2%	8%	4.0%	5%	-6%	13%	-1.0%
CCCC(=O)NC(C)C(c1cccs1)N1CCN(C)CC1 (configuration not stated)
→ 0.2%	5%	2%	-1%	0.5%	5%	4%	2%	0.9%
Cc1c(C(=O)NCCN2CCOCC2)oc2ccccc12
→ -3.8%	9%	-4%	9%	0.3%	2%	-9%	-11%	-0.9%
COC(=O)c1ccc(CN2CCCC(C(=O)Nc3ccc(-c4ccn[nH]4)cc3)C2)cc1 (configuration not stated)
→ ·	-3%	-1%	7%	8.3%	1%	-8%	9%	-0.2%
CS(=O)(=O)N(CC(=O)N1CCc2ccccc2C1)Cc1ccc(F)cc1
→ ·	0%	-5%	13%	2.4%	-1%	-10%	8%	1.0%
Cc1c(C(c2cccc(O)c2)c2c(C)n(C)n(-c3ccccc3)c2=O)c(=O)n(-c2ccccc2)n1C
→ 2.1%	-14%	1%	-1%	0.9%	3%	-4%	-6%	0.3%
O=C(Cc1cccc(C(F)(F)F)c1)OCN1C(=O)c2ccccc2C1=O
→ ·	4%	-2%	4%	0.5%	-2%	-3%	-7%	-1.4%
CC(=O)c1ccc(NC(=O)CCNS(=O)(=O)c2cc(Br)cnc2N)cc1
→ ·	-6%	-6%	10%	3.4%	-3%	-7%	5%	3.9%
CC(C)Cn1c(SCC(=O)NCc2ccc(Cl)cc2)nnc1-c1cccc(S(=O)(=O)N2CCOCC2)c1
→ -4.2%	6%	-3%	3%	0.9%	16%	2%	0%	-0.1%
O=C(Nc1ccc2c(c1)nc1n2CCSC1)c1ccccc1
→ -1.5%	10%	-9%	14%	-0.6%	-1%	-2%	-1%	6.5%
CCOC(=O)c1c(NC(=O)Cc2cccs2)sc(C(=O)NC2CCCCC2)c1C
→ -8.6%	6%	-5%	8%	1.8%	1%	-1%	1%	1.5%
Cc1cccc(NC(=O)CSc2nccn2Cc2ccco2)c1
→ ·	-2%	-17%	4%	0.6%	0%	-6%	7%	1.2%
CCOC(=O)CSC1=C(C#N)C(c2ccco2)C(C(=O)Nc2cccc(C(F)(F)F)c2)=C(C)N1 (configuration not stated)
→ 0.2%	7%	-3%	18%	-0.7%	-2%	2%	12%	3.5%
CCCCCC(=O)Nc1ccc(N2CCN(C(=O)c3ccccc3)CC2)cc1
→ -4.2%	6%	-8%	16%	0.3%	-2%	-6%	-6%	-1.4%
CCc1ccc(-c2cc(C)no2)cc1S(=O)(=O)N1CCN(C(=O)c2ccco2)CC1
→ ·	2%	28%	7%	3.4%	8%	-7%	39%	-0.6%
COc1ccccc1C(CNC(=O)c1ccc(NS(=O)(=O)c2ccc(F)c(C)c2)cc1)N(C)C (configuration not stated)
→ ·	-9%	0%	7%	0.4%	-1%	-7%	7%	-1.4%
COc1cc2[nH]c(=O)n(CCC(=O)N3CC=C(c4ccccc4)CC3)c(=O)c2cc1OC
→ -5.1%	3%	1%	1%	1.0%	0%	-5%	-8%	0.1%
CN1CCCC1CCNS(=O)(=O)c1ccc(Br)cc1 (configuration not stated)
→ -5.5%	9%	-7%	-1%	0.2%	1%	-1%	3%	1.6%
O=C(CSc1nnc(-c2ccncc2)n1Cc1ccccc1)NC1CCCCC1
→ ·	-4%	-5%	11%	2.2%	2%	-4%	4%	0.4%
COc1cc(OC)cc(C(=O)NC2CC(C)(C)NC(C)(C)C2)c1
→ ·	6%	-5%	0%	0.6%	-5%	-9%	11%	-1.0%
C=CCNCCCCOc1c(Cl)cc(C)cc1Br
→ -2.0%	30%	3%	5%	-2.6%	3%	1%	-3%	0.7%
COCCn1c(CN(C)Cc2ccccc2)nc2c1c(=O)n(C)c(=O)n2C
→ -2.5%	13%	3%	-1%	0.8%	1%	-8%	-10%	-1.4%
COc1ccc(S(=O)(=O)N(Cc2ccco2)Cc2cc3ccccc3[nH]c2=O)cc1
→ ·	12%	-3%	3%	18%	6%	-8%	5%	-1.4%
COc1ccc(C(=O)N2C(=O)c3ccc(N)cc3C2=O)cc1
→ -5.8%	6%	-2%	18%	-0.7%	3%	-3%	24%	0.6%
CCn1nnnc1SCC(=O)Nc1cccc(C)n1
→ -3.0%	5%	-2%	14%	-0.5%	3%	-6%	-8%	-1.8%
CC(=O)c1sc(-c2c(C)nc3sccn23)nc1C1CCCC1
→ -2.9%	·	·	·	·	-1%	-2%	7%	0.1%
CC(C)CN(C(=O)c1ccc(=O)n(C)n1)c1c(N)n(Cc2ccccc2)c(=O)[nH]c1=O
→ ·	10%	-5%	4%	-1.4%	·	·	·	·
C/C(=N/NC(=O)CNC(=O)C1COc2ccccc2O1)c1ccc([N+](=O)[O-])cc1 (configuration not stated)
→ ·	5%	-2%	5%	1.9%	2%	-1%	12%	-1.7%
Cc1cc(NC(=O)CSc2nnc(-c3ccc([N+](=O)[O-])cc3)o2)no1
→ ·	12%	1%	12%	0.3%	-2%	-19%	5%	3.1%
CCc1c(C)nc2nc(SCc3ccccc3)[nH]n2c1=O
→ ·	13%	-2%	7%	7.8%	4%	-5%	12%	0.5%
O=C1OCCN/C1=C\C(=O)c1ccc(Cl)cc1
→ ·	·	·	8%	·	6%	-2%	12%	3.4%
Cc1cc(NC(=O)COC(=O)C(Nc2ccc(C(F)(F)F)cc2Cl)C(C)C)no1 (configuration not stated)
→ -15%	-1%	-2%	7%	14%	-1%	14%	-4%	-0.5%

A different layout for some results above:
> COc1cccc(Cn2c(N)c(C#N)c3nc4ccccc4nc32)c1OC
  XIAP displacement: -5.9%; Rac1 GTP hydrolysis: 6%; Dengue-2 NS5 capping: -13%; SV40 large T antigen: -5%; RSV CPE inhibition: 3.7%; SIAH1 antagonists: -3%; LYP phosphatase: -9%; AID2073: 3%; HIV peptide binding: -1.1%

> Cc1cc(C)nc(-n2nc(C)c3c(C(F)F)cc(C)nc32)n1
  XIAP displacement: 0.5%; Rac1 GTP hydrolysis: 0%; Dengue-2 NS5 capping: 4%; SV40 large T antigen: 7%; RSV CPE inhibition: 3.4%; SIAH1 antagonists: 1%; LYP phosphatase: -10%; AID2073: 1%; HIV peptide binding: -0.3%

> Cc1cccnc1Nc1nc(-c2ccccc2)cs1
  XIAP displacement: ·; Rac1 GTP hydrolysis: 12%; Dengue-2 NS5 capping: -2%; SV40 large T antigen: 0%; RSV CPE inhibition: 11%; SIAH1 antagonists: -2%; LYP phosphatase: -6%; AID2073: -16%; HIV peptide binding: -1.5%

> COc1cc2c(cc1OC)C(c1ccccc1C)CC(=O)N2 (configuration not stated)
  XIAP displacement: ·; Rac1 GTP hydrolysis: 5%; Dengue-2 NS5 capping: -2%; SV40 large T antigen: 8%; RSV CPE inhibition: 4.0%; SIAH1 antagonists: 5%; LYP phosphatase: -6%; AID2073: 13%; HIV peptide binding: -1.0%
